Bioassay records deposited in PubChem BioAssay by National Center for Advancing Translational Sciences (NCATS).
APE1 inh: inhibitors of human APE1 endonuclease; P27695; recombinant APE1, TAMRA/BHQ-2 abasic DNA cleavage fluorescence; hit rate 0.35% among 350,000; Potency, µM (top dose mostly 65.8 µM), for inactives: top-dose activity change, negative = inhibition, hits mostly inhibitors;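 further: plate controls were vehicle for no effect and reference inhibitor for full effect; nearly all actives have a fitted effect of over 55% in size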
Target sequence (P27695 whole entry, looked up): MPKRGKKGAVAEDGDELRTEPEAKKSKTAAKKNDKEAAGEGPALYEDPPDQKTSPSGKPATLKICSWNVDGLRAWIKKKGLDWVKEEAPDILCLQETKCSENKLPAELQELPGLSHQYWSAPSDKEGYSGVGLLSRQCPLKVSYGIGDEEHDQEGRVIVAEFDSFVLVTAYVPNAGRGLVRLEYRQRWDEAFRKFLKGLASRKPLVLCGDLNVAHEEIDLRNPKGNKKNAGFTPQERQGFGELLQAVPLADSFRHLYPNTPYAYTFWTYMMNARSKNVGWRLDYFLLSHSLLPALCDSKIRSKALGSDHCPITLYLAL
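Endonuclease cleavage of a quenched abasic-site DNA duplex (50 nM) by APE1 (0.75 nM) was tracked by TAMRA dequenching. Compounds were preincubated with enzyme 15 min at room temperature; data normalized to buffer-only and DMSO wells plus NSC13755 control.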
G9a block: blocks human histone lysine methyltransferase G9a; hit rate 8.8% among 350,000; G9a H3K9 monomethylation, AlphaScreen, 2 h; Potency, µM (series often up to 102 µM), inactives show at the top dose activity, negative = inhibition, hits mostly inhibitors; Q96KQ7; further: on the % scale 0 is the no-effect control and ±100 the full control effect; nearly all actives have a fitted effect of over 75% in size
Target sequence (Q96KQ7 913-1193 limits assumed): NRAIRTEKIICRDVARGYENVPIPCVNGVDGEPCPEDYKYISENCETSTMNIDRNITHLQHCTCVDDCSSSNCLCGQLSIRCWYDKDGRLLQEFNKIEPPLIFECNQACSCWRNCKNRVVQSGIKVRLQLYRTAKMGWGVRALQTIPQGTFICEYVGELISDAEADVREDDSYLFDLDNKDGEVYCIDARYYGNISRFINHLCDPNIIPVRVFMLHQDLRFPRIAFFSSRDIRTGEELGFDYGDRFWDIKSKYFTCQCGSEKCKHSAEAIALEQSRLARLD
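G9a (20 nM) was preincubated 15 min with compound, then reacted 2 h at room temperature with 500 nM biotin-H3K9 peptide and 20 µM SAM. Monomethyl-H3K9 detected by AlphaScreen using anti-H3K9me1 antibody.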
Pol kappa inh: inhibitors of human DNA polymerase kappa. hit rate 0.53% among 400,000. AID 588579. Q9UBT6. purified Pol kappa, fluorescent DNA synthesis assay, 10 min. Potency, µM (highest dose often 107 µM), for inactives: top-dose activity, negative = inhibition, actives largely listed as inhibitors; further: on the % scale 0 is the no-effect control and ±100 the full control effect
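10 nM Pol kappa was preincubated with compounds for 15 min at room temperature. Reaction started with 50 nM (final) substrate. Fluorescence read kinetically at 0 and 10 min.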
BAZ2B block: inhibitors of human BAZ2B bromodomain. AID 504333. hit rate 4.4% among 360,000. Potency, µM (highest dose often 114 µM), for the others: at the top dose activity change, negative = inhibition, hits mostly inhibitors. AlphaScreen BAZ2B-H3K14Ac peptide displacement; further: on the % scale 0 is the no-effect control and ±100 the full control effect; nearly all actives have a fitted effect of over 60% in size
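Inhibition is scored as reduced AlphaScreen emission. The BAZ2B/b-H3(5-23)K14Ac complex (50 nM each) in PBS pH 7.4, 0.01% Tween-20 meets compound (up to 110 uM) for 30 min at RT before bead addition.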
Pol beta inh: blocks human DNA polymerase beta activity; Potency, µM (highest dose often 114 µM), for inactives: at the top dose activity change, negative = inhibition, actives largely listed as inhibitors; AID 485314; hit rate 1.3% among 340,000; Pol beta primer extension/strand displacement, fluorescence kinetic; further: on the % scale 0 is the no-effect control and ±100 the full control effect
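10 nM enzyme + cpd, 15 min RT; start with substrate 50 nM final; read 0 min and after 10 min RT. Corrected, normalized data; 4-parameter Hill curve fit.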
Apoferritin bind: binds horse apoferritin like a general anesthetic; hit rate 0.074% among 350,000; Potency, µM (top dose mostly 77.5 µM), for inactives: at the highest dose activity change, negative = displacement, usual class: inhibitors; apoferritin/1-aminoanthracene competitive binding, fluorescence; P02791; further: on the % scale 0 is the no-effect control and ±100 the full control effect; nearly all actives have a fitted effect of over 20% in size
Target sequence (P02791 2-175 limits assumed): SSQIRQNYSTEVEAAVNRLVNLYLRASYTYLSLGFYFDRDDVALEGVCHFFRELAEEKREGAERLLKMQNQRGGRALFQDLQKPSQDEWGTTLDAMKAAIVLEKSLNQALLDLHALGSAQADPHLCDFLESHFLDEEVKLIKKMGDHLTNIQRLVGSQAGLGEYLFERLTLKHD
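In PBS, apoferritin at 10 uM is loaded with 1-AMA from a 50% saturated solution. After 10 min of compound exposure at ambient temperature, reduced 535 nm fluorescence indicates probe displacement.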
Pol eta inh: DNA polymerase eta (human) inhibition; Q9Y253; recombinant Pol eta, fluorescent DNA replication assay; Potency, µM (series often up to 114 µM), inactives show at the highest dose activity change, negative = inhibition, hits mostly inhibitors; hit rate 1.2% among 390,000; further: on the % scale 0 is the no-effect control and ±100 the full control effect
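Fluorescent replication assay: 50 nM final substrate added after a 15 min room-temperature compound preincubation with 10 nM enzyme. Signal taken at 0 min and again at 10 min.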
POLI inh: DNA polymerase iota (human) inhibition | Q9UNA4 | Pol iota fluorescent replication assay, 10 min | Potency, µM (titrated, usually from 115 µM), inactives show at the top dose activity, negative = inhibition, hits mostly inhibitors | hit rate 1% among 390,000
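Pol iota at 10 nM preincubated 15 min with compounds at room temperature; reaction started with fluorescent substrate, 50 nM final. Fluorescence read kinetically at 0 and 10 min; buffer-only wells as negative control.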
BLM inh: blocks DNA unwinding by human BLM helicase; P54132; recombinant BLM DNA unwinding, fluorescence dequenching; Potency, µM (titrated, usually from 56.1 µM), without a hit: at the highest dose activity change, negative = inhibition, actives largely listed as inhibitors; hit rate 0.2% among 350,000; AID 2528;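 further: plate controls were vehicle for no effect and no enzyme for full effect; nearly all actives have a fitted effect of over 35% in size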
Active calls of the source: *; ? = inconclusive; . = no result given; & = joins results of further samples; [ ] = dose if it differs, or a comment. The call rests on the fitted dose curve; in most records, active means well fitted curve in the direction sought with a large enough effect; inconclusive means small, poorly fitted or top-dose-only effect, or another doubt; inactive means no such curve, though single readings can be large; an effect the other way counts as inactive or inconclusive. Potency means the concentration at half of the fitted maximal effect.

Start of the listing, in advance (two entries):
| no. | Compound | APE1 inh | G9a block | Pol kappa inh | BAZ2B block | Pol beta inh | Apoferritin bind | Pol eta inh | POLI inh | BLM inh |
| --- | --- | --- | --- | --- | --- | --- | --- | --- | --- | --- |
| 1 | CSc1ccccc1C(=O)Nc1cccc(C)c1 | -4% | 45µM* | -11% | 3% | 11% | -22% | -25% | 27% | -3% |
| 2 | CC(=O)Nc1ccc(NC(=O)c2ccc3c(c2)CCN3S(=O)(=O)c2ccc(C)cc2)cc1 | . | -7%[59 µM] | -34% | -3% | ? | 3% | -20% | ? | -6% |

Results, from the start:
| no. | Compound | APE1 inh | G9a block | Pol kappa inh | BAZ2B block | Pol beta inh | Apoferritin bind | Pol eta inh | POLI inh | BLM inh |
| --- | --- | --- | --- | --- | --- | --- | --- | --- | --- | --- |
| 1 | CSc1ccccc1C(=O)Nc1cccc(C)c1 | -4% | 45µM* | -11% | 3% | 11% | -22% | -25% | 27% | -3% |
| 2 | CC(=O)Nc1ccc(NC(=O)c2ccc3c(c2)CCN3S(=O)(=O)c2ccc(C)cc2)cc1 | . | -7%[59 µM] | -34% | -3% | ? | 3% | -20% | ? | -6% |
| 3 | COc1cc(Cl)c(S(=O)(=O)NCCN2CCOCC2)cc1Cl | 7% | -1%[59 µM] | -15% | 0% | -14% | ? | -10% | -13% | -4% |
| 4 | CC(=O)Nc1nonc1NC(=O)CSc1nc2ccccc2o1 | -3% | -33%[59 µM] | 3% | 7% | 3% | -15% | -20% | -1% | 0% |
| 5 | CCn1nc(C)c(CN2CCC(C(=O)Nc3cccc(-c4cccc(F)c4)c3)CC2)c1C | 86%[activator] | 24% | -17% | -2% | 23% | -19% | -2% | 4% | 13% |
| 6 | CC(C)(O)C#Cc1ccc(CN2CCN(C3CCCCC3)C(CCO)C2)cc1 (centres undefined) | 21% | . | -1%[60.1 µM] | 0% | 35% | -5% | -9% | 17% | 0% |
| 7 | CC1=NN(C(C#N)c2ccccc2)C(C)(C)C1 (centres undefined) | 2% | . | -8% | 3% | -1% | 0% | -17% | 27% | -6% |
| 8 | COc1ccccc1CCNS(=O)(=O)c1c(C)n(C)c(=O)n(C)c1=O | 2% | ? | -11% | 6% | -1% | 0% | -8% | -23% | -5% |
| 9 | CCN(CC(=O)NCc1cccs1)C(=O)c1cc(S(=O)(=O)N2CCCCC2)ccc1Cl | -5% | 8%[59 µM] | -1% | 11% | . | . | -2% | 22% | . |
| 10 | Cn1c(Cc2ccccc2)nnc1SCC(=O)Nc1cccc(S(=O)(=O)NC2=NCCCCC2)c1 | -2% | 3% | -1% | . | 2% | -14% | -17% | 162%[activator] | 1% |
| 11 | CCCCN(CCCC)C1=Nc2ccccc2N/C1=C(/C#N)C(=O)OCC | ? | -45% | -4% | -7% | 3% | -14% | ? | 51% | -5% |
| 12 | Cc1ccc(NS(=O)(=O)c2cccc(C(=O)N3CCCC(C)C3)c2)cc1 (centres undefined) | -2% | 22%[12.7 µM] | -7% | 15% | . | . | -5% | 38%[activator] | . |
| 13 | COc1cc2c(cc1OC)CN(C(=S)NC(=O)c1ccccc1)CC2 | 5% | 8% | -4% | -6% | 0% | -12% | -20% | 50%[activator] | -6% |
| 14 | O=C(c1cc2sccc2n1Cc1ccccc1)N1CCN(c2nc3ccccc3s2)CC1 | 4% | -4%[2.33 µM] | 5% | -9% | 18% | -4% | -11% | -6% | -4% |
| 15 | Cc1nc(C(=O)N2CCc3c([nH]c4ccccc34)C2c2cc(F)ccc2F)cs1 (centres undefined) | -7% | . | -19% | ? | 1% | -10% | -12% | 11% | -17% |

Some of the entries above in another layout.
Results follow in this order: APE1 inh	G9a block	Pol kappa inh	BAZ2B block	Pol beta inh	Apoferritin bind	Pol eta inh	POLI inh	BLM inh
(9) CCN(CC(=O)NCc1cccs1)C(=O)c1cc(S(=O)(=O)N2CCCCC2)ccc1Cl
  -5%	8%[59 µM]	-1%	11%	.	.	-2%	22%	.
(4) CC(=O)Nc1nonc1NC(=O)CSc1nc2ccccc2o1
  -3%	-33%[59 µM]	3%	7%	3%	-15%	-20%	-1%	0%
(10) Cn1c(Cc2ccccc2)nnc1SCC(=O)Nc1cccc(S(=O)(=O)NC2=NCCCCC2)c1
  -2%	3%	-1%	.	2%	-14%	-17%	162%[activator]	1%

Going on with the list:
| no. | Compound | APE1 inh | G9a block | Pol kappa inh | BAZ2B block | Pol beta inh | Apoferritin bind | Pol eta inh | POLI inh | BLM inh |
| --- | --- | --- | --- | --- | --- | --- | --- | --- | --- | --- |
| 16 | Cc1cnc2c(c1SCC(=O)N(C)c1ccccc1)c(=O)n(C)c(=O)n2C | . | -25%[59 µM] | 1%[60.1 µM] | -1% | 1% | -11% | -24% | 20% | -2% |
| 17 | COc1ccc(CNC(=O)CCc2c(C)nc3cc(-c4ccccc4OC)nn3c2C)cc1 | 0% | -126% | -3% | 2% | -20% | -5% | -17% | 28% | 0% |
| 18 | O=C(NCCc1ccc(Cl)cc1)C1CCN(S(=O)(=O)N2CCC3(CC2)OCCO3)CC1 | 1% | 16% | -5% | -6% | 12% | -8% | -12% | 26% | -1% |
| 19 | CCOC(=O)c1oc2cc(OCC(N)=O)ccc2c(=O)c1-c1ccc(OC)c(OC)c1 | -2%&-2% | -28%[59 µM] | -8% | 5%&-24% | -21%&-2% | -18%&-9% | 4% | 4% | 3%&0% |
| 20 | C=CCNC(=S)NNC(=O)c1ccccc1 | 2% | -22% | -12% | -3% | ? | -2% | 10% | 6% | 1% |
| 21 | CCOC(=O)c1c(NC(=O)Cn2ccsc2=N)sc(C)c1C | -2% | ? | 2% | -20% | 2% | -15% | 11% | 16% | 31%[activator] |
| 22 | CCOC(=O)N1CCN(C(=O)c2ccc(CN(c3ccc(C)c(C)c3)S(C)(=O)=O)cc2)CC1 | -4% | 2% | 2% | 4% | 9% | -10% | -9% | -2% | 3% |
| 23 | Cc1cccc(NC(=O)CSc2nnc([C@@H]3CCCN3C(=O)OC(C)(C)C)o2)c1C | -4% | -1%[59 µM] | -23% | 10% | 1% | -21% | -22% | 0% | -4% |
| 24 | COc1ccc(CN2CCCC(C(=O)N3CCCCC3)C2)c(OC)c1 (centres undefined) | -1% | . | -1% | -27% | -2% | -3% | -10% | 128%[activator] | -8% |
| 25 | Cc1ccccc1-c1nnc(SCC(=O)N(C)C2CCS(=O)(=O)C2)n1C (centres undefined) | 33% | . | -16% | . | . | . | 1% | -1% | . |
| 26 | C=Cn1c(C(=O)O)cc(CC)c1-c1ccccc1 | 3% | 1%[12.7 µM] | -19% | ? | 6% | -7% | -15% | 9% | 2% |
| 27 | COc1ccc(CC(=O)Nc2ccc(S(=O)(=O)Nc3ncccn3)cc2)cc1 | -2% | ? | -6% | -7% | -1% | -14% | -9% | -14% | -4% |
| 28 | CCC1CCc2nc3sc(C(=O)Nc4ccc(F)c(Cl)c4)c(N)c3cc2C1 (centres undefined) | . | 2%[59 µM] | 0% | 7% | -1% | 6% | 0% | -30% | -6% |
| 29 | C[C@H](CO)N1C[C@H](C)[C@@H](CN(C)C(=O)Nc2ccc(C(F)(F)F)cc2)Oc2ccc(NC(=O)C3CC3)cc2C1=O | 18% | . | 9% | . | . | . | -12% | 23% | . |
| 30 | O=C1CCN(C(=O)c2cccs2)c2ccccc21 | 15% | 1% | -1% | 4% | 14% | -1% | -21% | 50%[activator] | 3% |

Results in POLI inh, for some of the entries so far:
| item | smiles | POLI inh |
| --- | --- | --- |
| 27 | COc1ccc(CC(=O)Nc2ccc(S(=O)(=O)Nc3ncccn3)cc2)cc1 | -14% |
| 24 | COc1ccc(CN2CCCC(C(=O)N3CCCCC3)C2)c(OC)c1 (centres undefined) | 128%[activator] |
| 20 | C=CCNC(=S)NNC(=O)c1ccccc1 | 6% |
| 21 | CCOC(=O)c1c(NC(=O)Cn2ccsc2=N)sc(C)c1C | 16% |
| 23 | Cc1cccc(NC(=O)CSc2nnc([C@@H]3CCCN3C(=O)OC(C)(C)C)o2)c1C | 0% |

Additional compounds follow:
| no. | Compound | APE1 inh | G9a block | Pol kappa inh | BAZ2B block | Pol beta inh | Apoferritin bind | Pol eta inh | POLI inh | BLM inh |
| --- | --- | --- | --- | --- | --- | --- | --- | --- | --- | --- |
| 31 | Cc1sc2nc(SCC(=O)OC(C)C)n(C)c(=O)c2c1C | 3% | -1%[59 µM] | -12% | 7% | -29% | -10% | -17% | 5% | 0% |
| 32 | CCn1nnnc1SCC(=O)Nc1ccc2c(c1)OCCO2 | 6% | 4%[59 µM] | 8% | -3% | -9% | 4% | -20% | -4% | 3% |
| 33 | O=C(OCCN1C(=O)c2ccccc2C1=O)c1cnccn1 | -7% | 11%[59 µM] | -21% | 0% | 17% | -9% | 0% | 14% | -1% |
| 34 | Cc1ccccc1NC(=O)CCS(=O)(=O)c1cccc2nonc12 | 75% | 26% | -3% | 27% | 9% | 2% | -8% | -9% | -4% |
| 35 | O=C(Nc1nc2ccccc2[nH]1)C1CCN(C(=O)c2ccc(F)cc2)CC1 | -9% | 40µM* | -5% | 4% | . | . | 1% | 52%[activator] | . |
| 36 | O=C(CN1CCCc2ccccc21)Nc1ccc(F)cc1[N+](=O)[O-] | -16% | -34% | -14% | ? | -25% | -12% | -5% | -14% | -3% |
| 37 | Cc1cc(C)cc(NC(=S)N2CCN(c3ncccn3)CC2)c1 | 3% | 19% | -13% | -2% | -1%[57.1 µM] | 3% | 1% | ? | 0% |
| 38 | Cc1ccc(OCC(=O)Nc2nnc(SCc3cc(=O)n4cccc(C)c4n3)s2)cc1 | . | -4%[59 µM] | -5%[60.1 µM] | -11% | ? | -4% | 9% | ? | -14% |
| 39 | CC(C)c1ccccc1NC(=S)NCCCn1ccnc1 | -9% | -21% | 0% | -21% | 1% | 0% | -16% | 24% | 0% |
| 40 | Nc1ccc(C(=O)OCC(=O)NC2CC2)cc1[N+](=O)[O-] | ? | -27% | 6% | -38% | 0% | -8% | -13% | 33%[activator] | -4% |
| 41 | C/C(=N\NC(=O)c1cc(C2CC2)nc2ccccc12)c1ccc(C)s1 | 13% | 40µM* | -19% | -10% | 17% | -19% | 8% | -3% | -8% |
| 42 | Cc1ccc(NC(=O)Cn2c(=O)n(CC(=O)NCCc3ccccc3)c(=O)c3ccccc32)cc1 | . | -23%[59 µM] | -12% | -12% | 1% | -3% | -6% | 2% | -4% |

A portion of the library. The share of hits here may be higher or lower than overall.
